High-throughput results (PubChem BioAssay)
TLR9-MyD88 inh = blocks human TLR9 binding to MyD88; CHO BLA complementation TLR9-MyD88, CCF4 FRET ratio; 340,000 tested, 0.21% active; Q9NR96+Q99836; inhibition, % at 4.98 µM;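 active means inhibition above the mean over all tested compounds plus 3 SD, cut at about 21% in these data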;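 further: 0% = DMSO only wells and 100% = clavulanate BLA inhibitor control wells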
NCOA2 inhibitor = inhibits human steroid receptor coactivator 2. Q15596. HEK293 GAL4-SRC2 luciferase reporter, luminescence. inhibition, % at 9 µM. 370,000 tested, 0.17% active. AID 651957;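 active means inhibition above the mean inhibition of all tested compounds plus 3 SD, set per campaign, cut at about 52% in these data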;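 further: 0% = DMSO treated cells and 100% = cells given Gossypol at 36 µM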
COUP-TFII inh = inhibitors of human COUP-TFII (NR2F2) | HEK293T NGFI-A luciferase reporter, luminescence | 370,000 tested, 0.7% active | P24468 | AID 686940 | inhibition, % at 8.6 µM;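 active means inhibition above a per-plate cutoff, mean inhibition of test wells between control levels plus 3 SD, cut at about 38% in these data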;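 further: cells cotransfected with COUP-TFII expression vector driving the NGFI-A reporter; 0% = median of COUP-TF2 test wells and 100% = reporter-only cells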
NCOA1 inh = human NCOA1 inhibition | 360,000 tested, 0.12% active | HEK293 GAL4-SRC1 luciferase reporter, luminescence | inhibition, % at 3.6 µM | Q15788;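 active means inhibition above the campaign mean plus 3 SD, with each screening campaign given its own cutoff, cut at about 60% in these data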;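 further: 0% = DMSO treated cells and 100% = gossypol at 36 µM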
Target sequence (Q15788 whole entry, looked up, the tested form may be a part): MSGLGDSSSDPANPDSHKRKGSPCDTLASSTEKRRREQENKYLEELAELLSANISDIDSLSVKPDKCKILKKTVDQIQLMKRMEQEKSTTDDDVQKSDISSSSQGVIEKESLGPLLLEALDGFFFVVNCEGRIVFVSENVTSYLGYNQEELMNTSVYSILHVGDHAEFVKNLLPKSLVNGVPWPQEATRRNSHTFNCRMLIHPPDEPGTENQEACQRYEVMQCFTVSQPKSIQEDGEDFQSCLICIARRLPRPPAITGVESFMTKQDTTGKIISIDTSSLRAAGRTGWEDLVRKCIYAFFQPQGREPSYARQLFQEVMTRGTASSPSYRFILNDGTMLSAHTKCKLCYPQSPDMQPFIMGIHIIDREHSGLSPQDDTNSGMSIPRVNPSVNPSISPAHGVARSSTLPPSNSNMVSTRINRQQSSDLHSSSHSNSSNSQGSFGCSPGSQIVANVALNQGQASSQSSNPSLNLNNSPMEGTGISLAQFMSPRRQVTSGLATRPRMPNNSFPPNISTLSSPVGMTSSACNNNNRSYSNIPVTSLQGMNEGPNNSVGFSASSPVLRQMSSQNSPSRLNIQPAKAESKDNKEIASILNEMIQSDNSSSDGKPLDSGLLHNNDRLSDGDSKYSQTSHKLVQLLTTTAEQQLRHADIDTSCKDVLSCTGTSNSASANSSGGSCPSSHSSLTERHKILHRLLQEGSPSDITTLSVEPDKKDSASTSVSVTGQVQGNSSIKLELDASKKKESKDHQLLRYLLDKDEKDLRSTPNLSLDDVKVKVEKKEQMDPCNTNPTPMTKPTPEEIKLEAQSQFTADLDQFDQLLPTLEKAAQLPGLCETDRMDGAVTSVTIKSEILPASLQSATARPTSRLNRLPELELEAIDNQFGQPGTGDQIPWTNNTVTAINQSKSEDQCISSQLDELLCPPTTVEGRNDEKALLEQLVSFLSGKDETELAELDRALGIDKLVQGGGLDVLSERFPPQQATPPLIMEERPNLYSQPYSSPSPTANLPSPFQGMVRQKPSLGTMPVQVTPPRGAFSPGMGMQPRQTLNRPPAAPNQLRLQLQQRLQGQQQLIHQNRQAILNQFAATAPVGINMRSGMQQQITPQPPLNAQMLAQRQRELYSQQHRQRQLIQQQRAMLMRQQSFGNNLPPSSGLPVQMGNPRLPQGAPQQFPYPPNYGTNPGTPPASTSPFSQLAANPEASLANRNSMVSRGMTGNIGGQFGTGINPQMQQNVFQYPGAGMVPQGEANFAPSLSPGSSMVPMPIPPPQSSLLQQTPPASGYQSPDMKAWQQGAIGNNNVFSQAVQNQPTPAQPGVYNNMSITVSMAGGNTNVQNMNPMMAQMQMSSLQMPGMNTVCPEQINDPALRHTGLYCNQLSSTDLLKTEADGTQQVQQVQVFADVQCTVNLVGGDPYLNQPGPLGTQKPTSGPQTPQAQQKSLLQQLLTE
NCOA3 inh = inhibitors of human steroid receptor coactivator 3 (SRC3); inhibition, % at 3.6 µM; Q9Y6Q9; AID 588352; 360,000 tested, 0.17% active; HEK293 GAL4-SRC3 luciferase reporter, luminescence;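 active means inhibition above a per-campaign cutoff, the mean of all compounds plus 3 SD, cut at about 60% in these data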;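 further: 0% = DMSO-treated cells and 100% = gossypol-treated cells at 36 µM; higher means less SRC3-driven luciferase light from the GAL4 reporter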
Vif inh = blocks HIV Vif function | HEK293T cells, Vif self-association by quenched fluorescence, imaging, 24 h | inhibition, % at 7.49 µM | 340,000 tested, 0.35% active | AID 602346; in the data active means inhibition above about 50%, passing the limit was not always enough; further: some results filed as inactive read as strong as hits
NOD2-RIPK2 inh = blocks binding of human NOD2 to RIPK2 | inhibition, % at 4.98 µM | O43353 | 360,000 tested, 0.38% active | AID 624267 | CHO BLA complementation NOD2-RIPK2, CCF4 ratio; in the data active means inhibition above about 21%;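 further: 0% = vehicle only and 100% = reference blocker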
LMP1 NFkB inh = Epstein-Barr LMP1 NF-kappaB reporter inhibition. 350,000 tested, 0.69% active. LMP1-induced NF-kappaB luciferase reporter cells, luminescence. inhibition, % at 12.5 µM; in the data active means inhibition above about 41%;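 further: 0% = neutral control wells and 100% = reference inhibitor control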
TROY signal inh = TROY signaling inhibition. 360,000 tested, 0.98% active. AID 1347056. inhibition, % at 10 µM. Q293 LMP1-TROYcd NF-kB luciferase reporter, 4 h;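 active means compounds whose plate-normalised and pattern-corrected inhibition of the luciferase reporter signal at the single screening dose is 50% or more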
TRAIL sens C8 = sensitizes caspase-8 expressing cells to TRAIL | NB7+C8 cells + TRAIL, ATPlite viability luminescence | inhibition (viability loss, TRAIL sensitization), % at 10 µM | 360,000 tested, 1% active;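 active means compounds causing at least 50% loss of cell viability in the single-dose screen, relative to plate controls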
LRH-1 inv ag = suppresses constitutive activity of human LRH-1 | O00482 | HEK293T StAR-luciferase reporter, LRH-1 transfected, 24 h | inhibition, % at 3.6 µM | 360,000 tested, 0.13% active;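 active means inhibition above the mean inhibition of all tested compounds plus 3 SD, cut at about 73% in these data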;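 further: 0% = DMSO wells and 100% = reporter-only cells lacking LRH-1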
* = called active by the depositor; nt = not tested or not shown. Only part of the results is shown, so the mix of outcomes need not match the whole.

SMILES	TLR9-MyD88 inh	NCOA2 inhibitor	COUP-TFII inh	NCOA1 inh	NCOA3 inh	Vif inh	NOD2-RIPK2 inh	LMP1 NFkB inh	TROY signal inh	TRAIL sens C8	LRH-1 inv ag
CCCNC(=O)C1(C)CCN(C(=O)c2ccc3sccc3c2)C1 (stereo not drawn)	nt	-12	2	-15	-24	8	-6	nt	6	-15	1
CCOc1ccc2ccccc2c1C1NC(=O)N(C)C(C)=C1C(=O)OCCOC (stereo not drawn)	8	-24	12	8	6	-2	-13	-8	0	3	1
N=c1n(-c2ccccc2)c(O)cc(=O)n1-c1ccccc1	-10	-1	13	2	11	0	3	-3	14	2	4
C=CCNC(=O)N1C2=NC(C(=O)OC)=C(C(=O)OC)[C@@H]3N(Cc4ccccc4)c4ccccc4[C@]23C[C@H]1C(=O)OC	2	9	-2	-1	6	nt	-10	9	-4	2	10
CCOC(=O)CNC(=O)Nc1nnc(-c2ccc(OCC)cc2)o1	1	-13	-10	-21	9	1	8	-5	-22	6	-7
CC(C)NC(=O)C(C)n1cccc1C(=O)c1ccccc1 (stereo not drawn)	1	6	12	2	-8	nt	9	0	6	-2	13
CCOc1ccc(C(C)=O)cc1COC(=O)CCc1cc(OC)c(OC)c(OC)c1	7	-5	6	-3	-25	5	-6	-2	6	-8	1
C=CCOc1ccc(CNCCc2ccc(S(N)(=O)=O)cc2)cc1	-2	27	-10	7	-18	-2	-8	-1	-8	-2	8
CC(=O)c1c[nH]c(C(=O)NCc2cccc(C(F)(F)F)c2)c1	3	-20	-24	18	15	-10	-1	-12	-6	1	26
Cc1ccc(F)c([C@H]2[C@@H]3C=CCC[C@@]3(C)C(=O)N2Cc2ccccc2)c1	-2	0	1	11	9	-2	9	-31	-27	5	11
O=C(NCCCNCCCNC(=O)c1ccccn1)c1ccccn1	4	-7	7	-20	-14	-6	6	1	1	-15	-11
Cc1ccc(C)n1-c1ccsc1C(=O)CC#N	5	25	-18	-11	18	-3	-6	-1	-21	-3	15
CCC(=O)Nc1c(C(=O)N2CCN(c3ccccn3)CC2)cnn1-c1ccc(Cl)cc1	-1	0	22	2	20	-2	7	-3	5	0	0
OC(Cn1cncn1)c1ccc(Cl)cc1Cl (stereo not drawn)	2	-10	9	9	-7	14	-6	2	-2	0	1
CCCC1(C(=O)OCC)NC(c2ccc(N(C)C)cc2)C2C(=O)N(c3ccccc3)C(=O)C21 (stereo not drawn)	-2	19	10	2	-5	6	-2	1	6	-11	-18
CC(=O)Nc1ccc(S(=O)(=O)NNC(=O)CCc2ccccc2)cc1	-6	-2	-8	-31	-5	-5	1	0	0	-12	-23
O=C(Nc1ccccc1)c1cccnc1N1CCOCC1	2	-17	-4	-14	11	-6	-4	5	8	3	6
CN(Cc1cccc(F)c1)C(=O)C1CC(=O)N(Cc2ccco2)C1 (stereo not drawn)	-8	-3	-1	-33	53	-7	-2	-2	13	-3	17
O=C(c1cn(-c2ccccc2)nc1-c1cccnc1)N1CCN(S(=O)(=O)c2ccccc2F)CC1	-2	-11	3	-6	0	1	-3	32	9	5	8
COc1ccc(C(=O)N2CCNC(=O)C2CC(=O)Nc2cccc(Cl)c2Cl)cc1 (stereo not drawn)	0	-17	4	-3	-6	1	-4	-2	17	9	-13
O=C(CCC(=O)OCC(=O)c1ccc(Br)cc1)NC1CCCCC1	-2	1	11	-15	4	0	2	-1	-1	-12	11
C/C(=N\N1CCN(Cc2ccc(C)cc2)CC1)c1ccco1	-3	-7	10	-6	14	-3	-5	-3	19	-3	26
CN(c1ccccc1)S(=O)(=O)c1ccc(C(=O)N2CCN(c3ccccc3)CC2)cc1	-5	10	-4	-10	6	6	0	4	-12	-12	12
CC(=O)N(C)c1ccc(NC(=O)Cc2cccc3ccccc23)cc1	-2	3	-7	-6	16	-4	-1	3	8	9	5
Cc1ccc(-c2nnn(CC(=O)N(CCN3CCOCC3)C(C(=O)NC(C)(C)C)c3ccco3)n2)cc1 (stereo not drawn)	11	4	-5	12	9	-5	-4	-2	4	-6	12

Sorted by count of non-hydrogen atoms (descending): part of the list above.
SMILES	TLR9-MyD88 inh	NCOA2 inhibitor	COUP-TFII inh	NCOA1 inh	NCOA3 inh	Vif inh	NOD2-RIPK2 inh	LMP1 NFkB inh	TROY signal inh	TRAIL sens C8	LRH-1 inv ag
C=CCNC(=O)N1C2=NC(C(=O)OC)=C(C(=O)OC)[C@@H]3N(Cc4ccccc4)c4ccccc4[C@]23C[C@H]1C(=O)OC	2	9	-2	-1	6	nt	-10	9	-4	2	10
CCC(=O)Nc1c(C(=O)N2CCN(c3ccccn3)CC2)cnn1-c1ccc(Cl)cc1	-1	0	22	2	20	-2	7	-3	5	0	0
Cc1ccc(F)c([C@H]2[C@@H]3C=CCC[C@@]3(C)C(=O)N2Cc2ccccc2)c1	-2	0	1	11	9	-2	9	-31	-27	5	11
O=C(NCCCNCCCNC(=O)c1ccccn1)c1ccccn1	4	-7	7	-20	-14	-6	6	1	1	-15	-11
CCOC(=O)CNC(=O)Nc1nnc(-c2ccc(OCC)cc2)o1	1	-13	-10	-21	9	1	8	-5	-22	6	-7

Following part:
SMILES	TLR9-MyD88 inh	NCOA2 inhibitor	COUP-TFII inh	NCOA1 inh	NCOA3 inh	Vif inh	NOD2-RIPK2 inh	LMP1 NFkB inh	TROY signal inh	TRAIL sens C8	LRH-1 inv ag
CCNc1nc(N)nc(Oc2ccc(C(=O)OC)cc2)n1	3	-41	-21	-90	-68	11	-4	-3	nt	0	-97
Cc1cc(C(=O)COC(=O)c2ccc(Br)o2)c(C)n1C	7	-56	-18	-22	-36	-4	10	-10	0	3	-15
C=CCC[C@H](Cc1ccc(F)cc1)C(=O)OC[C@@H](Cc1c[nH]c2ccccc12)NC(=O)[C@H](CC=C)CC(=O)NCCO	3	3	-12	2	11	nt	2	-2	21	-2	14
COCCn1c(SCCN2CCCCC2)nc2ccccc2c1=O	9	-6	-7	-5	13	-11	-1	-6	-10	6	3
O=S(=O)(c1cccs1)N1CCN(CC(O)COC2CCCc3ccccc32)CC1 (stereo not drawn)	1	0	10	-2	-24	-5	-1	4	-4	2	4
COc1ccccc1/C=C/CN1CCCC(CCC(=O)NCc2ccc(F)c(F)c2)C1 (stereo not drawn)	12	-15	-17	-12	-11	-1	6	-4	-4	2	6
CCN1C(=O)[C@H]2[C@H]3CN=C(SCc4ccc(C#N)cc4)N3[C@@](Cc3ccccc3)(C(=O)OC)[C@H]2C1=O	-1	11	-11	4	-11	-2	3	-6	16	-12	-9
Cc1cc(=O)oc2ccc(OCC(=O)N3CCc4ccccc43)cc12	2	-32	-18	-8	10	nt	-4	-14	-31	-11	12
CC1CC(CC(=O)NC(=S)Nc2ccccc2Cl)C(=O)O1 (stereo not drawn)	-14	17	-7	-5	16	4	-6	-9	14	1	10
COc1ccc(NC(=O)/C(=C/c2ccc(OC(C)=O)c(OC)c2)NC(C)=O)cc1	-11	-29	-21	8	21	18	-1	-1	14	-7	-1
CSc1nnnn1-c1ccc(C(=O)O)cc1	-2	-5	-6	2	0	7	-10	5	-11	2	8
CSCC[C@H](NC(=O)C1CCN(C(=O)[C@@H](N)Cc2ccccc2)CC1)C(=O)O	-9	12	-1	12	1	-11	-8	5	8	-11	-9
CCOC(=O)N1CCN(C(=O)/C(=C/c2ccc(OC)c(OC)c2)NC(=O)c2ccccc2)CC1	7	-4	-12	-14	21	0	5	-4	-12	-9	-2
COc1ccccc1N1C(=O)S/C(=C\c2cc(C)n(C)c2C)C1=O	1	-43	-46	-66	-72	3	2	3	-14	-1	-119
COCCSc1nnc(NC(=O)C2CC(=O)N(c3ccc(OC)cc3)C2)s1 (stereo not drawn)	1	-6	-4	-8	4	5	-12	-3	-8	-8	3
O=c1c2cc(N3CCOCC3)ccc2[nH]c(=S)n1CCCN1CCCC1	1	-11	-4	9	4	5	5	-12	-10	5	-12
COc1ccc2c(c1)C(c1cccs1)=NNC(c1cccnc1)=N2	4	-14	-9	-9	-24	-3	-3	5	7	1	-15
CC1Cc2ccccc2N1S(=O)(=O)c1cccc(C(=O)NCc2ccco2)c1 (stereo not drawn)	-16	16	19	-6	-6	-5	7	-2	14	5	-13
Cc1ccc(NC(=S)NC2CCSc3ccccc32)cc1 (stereo not drawn)	4	-3	0	-1	14	-7	1	1	-14	10	-8
Cc1ccc(C2=NN(C(=O)c3ccccc3F)C(c3ccccc3F)C2)cc1 (stereo not drawn)	0	2	-7	14	-10	-12	0	-3	22	13	-8
Cc1cc(C)cc(C(=O)N2CCN=C2c2ccccc2)c1	6	0	4	3	11	3	-8	9	-17	-2	10
Cc1cccc(C(=O)Oc2ccc(/C=N/NC(=O)c3cc(O)cc(O)c3)cc2)c1	-8	3	-6	-13	2	10	5	-3	30	30	-21
COCc1c(C(=O)NC2CCCCCC2)oc2ccccc12	-4	-18	-5	-7	12	-7	-7	-6	-39	-32	13
COC(=O)Cn1c(C)nc2ccccc21	3	-11	-5	5	20	-4	5	-5	-14	4	8
CC(=O)Nc1ccc(OCCOc2ccc(/C=C3\C(=N)N4N=C(C)SC4=NC3=O)cc2)cc1	0	-22	5	-43	4	-6	-8	nt	11	-14	2
Cc1nnc(NC(=O)c2cccc(Br)c2)s1	5	-5	-6	-39	-20	9	-10	-5	-16	-2	-6
COc1ccc(Cc2nc3c4c(ncn3n2)Oc2ccc3ccccc3c2C4c2ccc(OC)c(OC)c2)cc1 (stereo not drawn)	3	18	3	-8	9	4	3	6	-18	-3	-13
